S3 lipid droplet = qHTS Assay for Lipid Storage Modulators in Drosophila S3 Cells; Drosophila S3 cells, BODIPY lipid droplet fluorescence, 18-24 h; cells fed with added oleic acid; Potency in µM for hits, for the others lipid storage change, negative = inhibition, % at the top dose, mostly 46.1 µM; 0.64% of 320,000 active; active = well fitted inhibition curve with a large enough effect in the signal ratio, with a control signal flat, not every such curve was filed as active; inconclusive = small, poorly fitted or top-dose-only effect, or effect the other way, or a change in a side signal; the % refers to the signal ratio
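Drosophila S3 cells got compounds at several concentrations plus oleic acid (400 uM solution). Laser-scanning cytometry with 488 nm excitation read lipid droplets at 500-530 nm and cells at 575-640 nm. Percent activity was relative to 20 uM Triacsin C.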
S3 lipid droplet cell count max = further read-out of S3 lipid droplet, marked with its call; cell number change, %; measured here: cell count max response;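 cells counted by Cell Tracker Red CMTPX staining in the red channel; peak over a dose series mostly up to 46.1 µM; percent activity relative to internal control wells on each plate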
* marks the source's active call; other numbers are inactive results; i = inactive; ? = inconclusive; / = no result given; [ ] = remark or other dose. % is set by controls: 0 for no effect and ±100 for the full control effect; potency is the fitted concentration of half-maximal effect. The list is partial; rates above refer to the full screens.

Each structure is followed by: S3 lipid droplet	S3 lipid droplet cell count max
- CC(C)CC(=O)N1CCN(Cc2ccccc2Br)CC1
→ 9.5%	13.4
- CCNC(=S)N/N=C/c1ccc(-c2ccccc2)o1
→ ?	/
- COc1ccc(CNC(=O)COC(=O)[C@H](Cc2c[nH]c3ccccc23)NC(=O)c2cccs2)cc1
→ ?	/
- CCc1nnc(NC(=O)c2ccc(COc3ccccc3C)o2)s1
→ ?	/
- COc1ccc(-c2ccc(-c3noc(-c4ccccc4OC)n3)c(OC)n2)cc1
→ ?	/
- COc1cc(C2SCC(=O)N2CCN2CCCCC2)ccc1O (stereo not drawn)
→ ?	/
- CCCCc1nc2cc(C(=O)NC3CCOC(C)(C)C3)ccc2o1 (stereo not drawn)
→ ?	/
- COc1ccc2ccc(O)c(CN3CCN(S(=O)(=O)c4cccc(C(F)(F)F)c4)CC3)c2c1
→ ?	/
- COc1ccc(OC)c(NC(=O)CSc2nnc(Cn3c(=O)sc4ccccc43)n2C)c1
→ ?	/
- Cc1sc2ncn(CCC(=O)O)c(=O)c2c1C
→ 5.5%	-1.1
- COc1ccc(N(C(=O)c2snc(C(N)=O)c2N)C(C(=O)NC2CCCC2)c2ccco2)cc1 (stereo not drawn)
→ ?	/
- Cc1cccc(N/N=C2/COC(C)(C)CC2=O)c1
→ ?	/
- CCOC(=O)/C(C(N)=NCCO)=C(/O)c1ccccc1
→ ?	/
- CS(=O)(=O)N(CC(=O)NC1CCCCCC1)Cc1ccccc1
→ ?	/
- N#CC1(C#N)C(C(=O)C23CC4CC(CC(C4)C2)C3)C12CCOCC2 (stereo not drawn)
→ ?	/
- Nc1ccc2c(c1)C(=O)C(=O)c1ccccc1-2
→ ?	/
- CCCC(=O)Nc1ccc(-c2cn3cccnc3n2)cc1
→ ?	/
- Cc1cc(=O)oc(C)c1C(=O)NCCCN1C(C)CCCC1C (stereo not drawn)
→ ?	/
- Cc1cccc(NC(=O)/C(C#N)=C/c2ccccc2O)n1
→ i	/
- Cc1cc(C)c(S(=O)(=O)NCc2ccc3c(c2)OCO3)cc1C
→ ?	/
- CC(=O)Nc1ccc(Nc2nc(Cl)nc(Nc3ccc(NC(C)=O)cc3)n2)cc1
→ ?	/
- COc1ccc(-c2noc(CN(C)C(=O)Nc3ccccc3)n2)cc1
→ ?	/
- CC(C)(C)c1ccc(-c2nc(C=O)c3ccccn23)cc1
→ ?	/
- CC12CCC(c3c(C(=O)Nc4nccs4)nn(-c4ccccc4)c31)C2(C)C (stereo not drawn)
→ ?	/
- Cc1ccc(C)c(NC(=O)/C(C#N)=C/c2cn(CC(=O)NCc3ccco3)c3ccccc23)c1
→ ?	/
- COc1ccc(CSc2nnnn2-c2ccccc2)cc1
→ 2.1%	1.1
- O=C(CSc1nnc2c(n1)[nH]c1ccc(F)cc12)N1CCOCC1
→ ?	/
- Nc1ccc2nc(SCC(=O)N3CCOCC3)sc2c1
→ -20.2%	-1.6
- CCC(=O)Nc1ccc(NC(=O)CSc2nnnn2CC)cc1C
→ 17.2%	14.9
- CC(C)Cc1cc(C(C)(C)C)ccc1OC(=S)N(C)C
→ ?	/
- Cc1cc(C)nc(NCCO)n1
→ 4.0%	-5.1
- NC1=NC[C@@H](Cc2ccc(O)cc2)N1CCCCC1CCCCC1
→ ?	/
- O=C(CC1C(=O)NCCN1C(=O)Nc1ccc(F)cc1F)Nc1cc(Cl)ccc1Cl (stereo not drawn)
→ 5.3%	10.2
- O=C1CCCc2c1cc(C(=O)NCc1ccco1)c(=O)n2-c1ccc(Cl)cc1
→ i	/
- Cc1ccc(S(=O)(=O)NCC(=O)N/N=C/c2ccc(Cl)cc2Cl)cc1
→ ?	/
- Cc1ccc(N=Cc2cc3c(cc2O)OC(N)=C(C#N)C3c2ccccc2)cc1 (stereo not drawn)
→ ?	/
- CCCCn1c(SCc2cccnc2)nc2c1c(=O)n(C)c(=O)n2C
→ ?	/
- CCCCn1c(=O)[nH]c2nc3cc(NC(C)=O)ccc3nc2c1=O
→ 3.6%	13.6
- COc1ccc(CCNC(=O)C2CCCN(S(=O)(=O)N3CC(C)CC(C)C3)C2)cc1OC (stereo not drawn)
→ 10.7%	2.1
- CC(NC(=O)/C(C#N)=C/c1ccc(Cl)c([N+](=O)[O-])c1)c1ccccc1 (stereo not drawn)
→ ?	/
- O=C(COC(=O)/C=C/c1ccccc1[N+](=O)[O-])NCC1CCCO1 (stereo not drawn)
→ -8.1%	-18.2
- Cc1ccc2nc3c(cc2c1)c(NC(=O)c1ccccn1)nn3CC(C)C
→ ?	/
- COc1cccc(N=Nc2ccc3cccnc3c2O)c1
→ ?	/
- COc1cc(CCC(=O)NC2(C)CCS(=O)(=O)C2)cc(OC)c1OC (stereo not drawn)
→ -22.1%	-2.1
- CCNC(=S)N/N=C/c1ccco1
→ i	3.4
- COc1cc(OC)c(/C=N/n2c(C3CCCCC3)n[nH]c2=S)c(OC)c1
→ 0.3%	17.6
- CCOc1cccc(-c2nc(C(N)=O)c3[nH]c(=O)n(-c4cccc(Cl)c4)c3n2)c1O
→ ?	/
- Cc1cccc(-n2ncc3c2CCCC3NC(=O)C2CCOCC2)c1C (stereo not drawn)
→ ?	/
- Cc1ccc(-c2cn3cccnc3n2)cc1
→ -1.8%	4.3
- Cc1cc(-c2nnc(CCC(=O)NCc3ccc(OC(F)(F)F)cc3)o2)no1
→ i	-8.0

(next part)
molecule	S3 lipid droplet	S3 lipid droplet cell count max
O=C(c1cccs1)N(c1ccc(F)cc1)C1C=CS(=O)(=O)C1 (stereo not drawn)	-17.1%[9.22 µM]	4.8
COC(=O)c1cc(C(=O)OC)cc(-n2c(C)cc(C(=O)COC(=O)CNS(=O)(=O)c3ccc(C)cc3)c2C)c1	-4.7%	-22.0
CCN(CC)CCCC(C)NC(=O)c1cccc(S(=O)(=O)N2CCc3ccccc32)c1 (stereo not drawn)	?	/
O=c1c2ccccc2nc(-c2ccc(Br)cc2)n1Cc1ccccc1	2.9%	7.9
O=C(COc1ccc([N+](=O)[O-])cc1)NNC(=O)c1cccs1	?	/
C/C(=N\NC(=O)CNC(=O)c1cccc(F)c1)c1ccc2ccccc2c1	?	/
Cc1ccc(CONC(=O)c2ccc([N+](=O)[O-])cc2)cc1	7.6%	2.0
CC(C)(C)OC(=O)CNC(=O)c1nc[nH]c1C(=O)NCc1ccc(CNC(=O)OC(C)(C)C)cc1	?	/
Cc1nn(-c2ccc(C(=O)O)cc2)c(N)c1-c1ccccc1	-5.9%	-0.9
COC(=O)C(NC(=O)COc1ccccc1)(Nc1nc2c(s1)CCCC2)C(F)(F)F (stereo not drawn)	?	/

Filtered by structure, those above containing a COOH group (two)
molecule	S3 lipid droplet	S3 lipid droplet cell count max
Cc1sc2ncn(CCC(=O)O)c(=O)c2c1C	5.5%	-1.1
Cc1nn(-c2ccc(C(=O)O)cc2)c(N)c1-c1ccccc1	-5.9%	-0.9

Whole records, quoted from the list. Order of values: S3 lipid droplet | S3 lipid droplet cell count max
Entry for CS(=O)(=O)N(CC(=O)NC1CCCCCC1)Cc1ccccc1 : ? | /
Entry for O=C(COC(=O)/C=C/c1ccccc1[N+](=O)[O-])NCC1CCCO1 (stereo not drawn) : -8.1% | -18.2

(next part)
molecule	S3 lipid droplet	S3 lipid droplet cell count max
Cc1ccc(S(=O)(=O)Nc2cc(C(C)C)c(O)cc2C)cc1	6.8%	-20.0
COC(=O)c1ccc(CSC2=NCCS2)cc1	i	/
O=C1S/C(=C\c2ccc(O)c([N+](=O)[O-])c2)C(=O)N1Cc1cccc([N+](=O)[O-])c1	?	/
Cc1c(NC(=O)CN2C(=O)c3ccccc3C2=O)c(=O)n(-c2ccccc2)n1C	0.7%	-7.4
Cc1c(N=Cc2ccc(O)c(Br)c2)cccc1[N+](=O)[O-]	?	/
COc1ccc(NC(=S)c2ccc(N(C)C)cc2)cc1	?	/
COc1ccc2nc(SCC(=O)Nc3ccccc3)[nH]c2c1	?	/
Cc1ccccc1-n1c(SCC(=O)Nc2ccccc2)nc2nc3c(cc2c1=O)CCCC3	6.6%	-0.9
COc1ccc(OC)c(-n2c(=S)[nH]c3c(sc(=S)n3-c3ccccc3C)c2=O)c1	-1.3%	0.8
CSc1ncccc1C(=O)OCc1ccccc1Cl	?	/
COc1ccc(NC(=S)Nc2ccc(OC)cc2OC)c(OC)c1	?	/
O=[N+]([O-])c1cccc(-c2nc(NCc3ccccc3)c3ccccc3n2)c1	?	/
CCCCn1c(=O)[nH]c(=O)c2c1nc(-c1ccc(-c3ccccc3Br)o1)n2CCOC	?	/
COc1ccc2nc(SCC(=O)Nc3ccc4sc(C)nc4c3)c(C#N)cc2c1	?	/
CN1CCN(/N=C/c2ccc(-c3ccc([N+](=O)[O-])cc3)o2)CC1	-5.7%	-4.3
N#CCn1cc(/C=N/NC(=O)c2cc3c(ccc4ccccc43)o2)c2ccccc21	-0.5%	-0.5
Cc1cc(C)cc(N(CC(=O)Nc2ccccc2)C2=NC3CS(=O)(=O)CC3S2)c1 (stereo not drawn)	?	/
CCN=C1NN=C(c2ccc(C)cc2)CS1	3.0%	-22.4
CCCN1C2=NS(=O)(=O)CCN2c2ccccc21	?	/
Cn1c(-n2c(CCN3C(=O)c4ccccc4C3=O)nc3ccccc3c2=O)nc2ccccc21	?	/
NNC(=O)CCc1nc2ccccc2[nH]1	?	/
COc1cccc(-c2nn(-c3ccccc3)cc2CN(C)C(C)c2ccon2)c1 (stereo not drawn)	19.1%	18.0
CSc1ccc(S(=O)(=O)NCC(=O)OC(C)C(=O)NCc2ccccc2)cc1[N+](=O)[O-] (stereo not drawn)	?	/
O=C(CCN1CCOCC1)Nc1ccc2c(c1)CCC2	i	/
Cc1ccccc1NC(=O)c1cnc2ccccn2c1=O	-14.0%	-10.2
O=C1CC(c2cccnc2)c2cc3c(cc2N1)OCO3 (stereo not drawn)	?	/
CCC1(Cc2ccccc2)NC(=O)c2ccccc2O1 (stereo not drawn)	?	/
Cc1ccc(C(=O)Nc2cccc(S(=O)(=O)N(C)c3ccccc3)c2)o1	?	/
CCOCC(=O)Nc1cccc(C(=O)OCC)c1	i	3.9
CCOC(=O)N1CCN(c2ccc(C(=O)c3cccc(F)c3)cc2)CC1	?	/
CCCCCCn1cnc2c(c1=O)c1nc3ccccc3nc1n2Cc1cccs1	?	/
CCC(=O)c1ccccc1OCC(=O)Nc1c(C)cccc1C	?	/
NS(=O)(=O)c1ccc(CCNC(=O)CSc2nc3ccccc3c(=O)n2CCC(=O)N2CCCCC2)cc1	-0.4%	9.8
CN(Cc1ccccc1)c1ccc(C(CC(N)=O)NC(=O)Cc2ccc(Br)cc2)cc1[N+](=O)[O-] (stereo not drawn)	?	/
CC(=O)Nc1ccc(C(=O)CSc2nc3ccccc3n2CC(=O)N2CCCC2)cc1	2.5%	-13.4
COc1ccc(C)cc1NC(=O)NCc1ccccc1F	7.1%	16.8
O=C(N/N=C/c1ccncc1)c1nc(-c2ccccc2)n2c1CCCCC2	?	/
CCOC(=O)N1CCN(C(=O)Cn2ncc3ccccc32)CC1	-12.7%	-0.9
O=C(c1ccc([N+](=O)[O-])o1)N1CCN(c2nc3c(F)cc(F)cc3s2)CC1	?	/
COCCn1c(SCC(=O)Nc2nnc(C)s2)nnc1-c1ccco1	?	/
CC12CCC(=O)N1C(C(=O)Nc1nnc(SCc3ccccc3)s1)CS2 (stereo not drawn)	?	/
Cn1c(CCNC(=O)OC(C)(C)C)n[nH]c1=S	?	/
Cc1cc(NS(=O)(=O)c2ccc(NC(=O)/C=C/c3ccccc3Cl)cc2)no1	?	/
O=C(Nc1cc(C(F)(F)F)ccc1N1CCOCC1)c1ccc[n+]([O-])c1	?	/
CCOc1cc(-c2noc(-c3cccnc3)n2)ccc1OC	i	14.4
CCCS(=O)(=O)N1CCCC(C(=O)NCCN2CCC(Cc3ccccc3)CC2)C1 (stereo not drawn)	?	/
CCCCOc1ccc(S(=O)(=O)Nc2ccc(NC(C)=O)cc2)cc1	?	/
Cc1ccc(C(=O)OCc2cc(=O)n3c(C)csc3n2)s1	?	/
Cc1ccc(NC(=O)CN(C)S(=O)(=O)c2cccc3nsnc23)cc1	?	/
O=C(NCCc1ccccn1)C1CCN(S(=O)(=O)c2ccc3ccccc3c2)CC1	-12.1%	-6.9

Ordered by value in S3 lipid droplet (lowest first): seven from the list above.
Molecule	S3 lipid droplet	S3 lipid droplet cell count max
COc1cc(CCC(=O)NC2(C)CCS(=O)(=O)C2)cc(OC)c1OC (stereo not drawn)	-22.1%	-2.1
COC(=O)c1cc(C(=O)OC)cc(-n2c(C)cc(C(=O)COC(=O)CNS(=O)(=O)c3ccc(C)cc3)c2C)c1	-4.7%	-22.0
Cc1ccc(-c2cn3cccnc3n2)cc1	-1.8%	4.3
COc1cc(OC)c(/C=N/n2c(C3CCCCC3)n[nH]c2=S)c(OC)c1	0.3%	17.6
COc1ccc(CSc2nnnn2-c2ccccc2)cc1	2.1%	1.1
Cc1cc(C)nc(NCCO)n1	4.0%	-5.1
Cc1ccc(CONC(=O)c2ccc([N+](=O)[O-])cc2)cc1	7.6%	2.0

Next structures.
molecule	S3 lipid droplet	S3 lipid droplet cell count max
Cc1ccc(NCCC(=O)c2ccccc2)cc1Cl	?	/
O=C(Cc1ccccc1)N1CCC(c2nc(-c3ccc(F)cc3)no2)CC1	?	/
CCOc1c(Br)cc(CNc2ccc(N3CCOCC3)cc2)cc1OC	-18.5%	-20.8
Cc1cc(C(=O)Cn2nc(C(=O)O)c3ccccc3c2=O)c(C)n1-c1cccc(C(F)(F)F)c1	-1.1%	-4.6
Cc1ccc(NC(=O)C(C)SCc2nc3sc4c(c3c(=O)[nH]2)CCCC4)nc1 (stereo not drawn)	?	/

Source: PubChem BioAssay (National Center for Advancing Translational Sciences (NCATS))
